DUSP3 inh: DUSP3 (human) phosphatase inhibition | P51452 | recombinant VHR phosphatase, pNPP absorbance | inhibition, % at 13.3 µM | 290,000 tested, 0.52% active | AID 1654; in the data active = inhibition above about 50%; note: some compounds called inactive have numbers as strong as hits
Target sequence (P51452 whole entry, looked up): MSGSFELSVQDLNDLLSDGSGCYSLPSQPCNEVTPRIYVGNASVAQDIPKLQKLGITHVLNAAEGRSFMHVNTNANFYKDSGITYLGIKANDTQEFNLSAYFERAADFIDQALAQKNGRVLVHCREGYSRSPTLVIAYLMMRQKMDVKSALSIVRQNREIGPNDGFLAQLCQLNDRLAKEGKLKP
CCHF vOTU inh: CCHFV vOTU protease inhibition; inhibition, % at 11.5 µM; 370,000 tested, 0.55% active; AID 651958; Pep-AMC fluorescence; in the data active = inhibition above about 30%; note: 0% = vehicle wells with enzyme and 100% = no enzyme wells
SSB-PriA inh: blocks PriA binding to SSB C-terminal tail; AID 1272365; AlphaScreen SSBct-PriA binding, biotinylated peptide; inhibition, % at 33 µM; 430,000 tested, 0.6% active; in the data active = inhibition mostly above about 37%, no sharp cut-off; inactive = mostly below about 20%;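 note: plate controls were negative control peptide for no effect and reference peptide for full effect; strong numbers were not always called active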
TcdB GH inh: TcdB glycohydrolase inhibition; P18177; TcdB glycohydrolase enzymatic assay, plate reader; inhibition, % at 9.99 µM; 350,000 tested, 0.24% active; AID 652162; in the data active = inhibition above about 10%
SARS 3CLpro inh: SARS-CoV 3CLpro protease inhibition; 290,000 tested, 0.14% active; inhibition, % at 6 µM; P0C6X7; recombinant SARS-CoV 3CLpro, quenched FRET peptide cleavage; in the data active = inhibition above about 12%
PfHsp40 rescue: rescue of PfHsp40-mediated yeast toxicity; S. cerevisiae expressing PfHsp40, growth rescue, ATP luminescence; growth rescue, % at 12.5 µM; 340,000 tested, 0.68% active; AID 504582; in the data active = growth rescue above about 28%, passing the limit was not always enough; inconclusive = no clear call, values can overlap the other calls;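 note: yeast W303a lacking pdr1 and pdr3 grown in galactose medium; growth measured after three days at 30 °C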
BoNT-A LC inh2: BoNT A light chain protease inhibition; multiplex microsphere protease substrate cleavage, flow cytometry; inhibition, % at 10 µM; 360,000 tested, 0.17% active; AID 588499; note: plate controls were buffer without enzyme for full effect and enzyme alone for no effect
Vc quorum ag: induces V. cholerae light production without autoinducers. V. cholerae BH1578 lux reporter, luminescence, 6 h. activation, % at 18.7 µM. 350,000 tested, 0.16% active. AID 588436; in the data active = activation mostly above about 9.7%, no sharp cut-off; inconclusive = no clear call, values can overlap the other calls; inactive = mostly below about 3.7%; note: not every result past the cut was called active; inactives centre near 0; reference of the scale not given here
Anthrax LF prot: blocks Bacillus anthracis lethal factor protease | multiplex microsphere protease cleavage assay, LF | 360,000 tested, 0.12% active | P15917 | inhibition, % at 10 µM; note: plate controls were buffer without enzyme for full effect and enzyme alone for no effect
Target sequence (P15917 whole entry, looked up): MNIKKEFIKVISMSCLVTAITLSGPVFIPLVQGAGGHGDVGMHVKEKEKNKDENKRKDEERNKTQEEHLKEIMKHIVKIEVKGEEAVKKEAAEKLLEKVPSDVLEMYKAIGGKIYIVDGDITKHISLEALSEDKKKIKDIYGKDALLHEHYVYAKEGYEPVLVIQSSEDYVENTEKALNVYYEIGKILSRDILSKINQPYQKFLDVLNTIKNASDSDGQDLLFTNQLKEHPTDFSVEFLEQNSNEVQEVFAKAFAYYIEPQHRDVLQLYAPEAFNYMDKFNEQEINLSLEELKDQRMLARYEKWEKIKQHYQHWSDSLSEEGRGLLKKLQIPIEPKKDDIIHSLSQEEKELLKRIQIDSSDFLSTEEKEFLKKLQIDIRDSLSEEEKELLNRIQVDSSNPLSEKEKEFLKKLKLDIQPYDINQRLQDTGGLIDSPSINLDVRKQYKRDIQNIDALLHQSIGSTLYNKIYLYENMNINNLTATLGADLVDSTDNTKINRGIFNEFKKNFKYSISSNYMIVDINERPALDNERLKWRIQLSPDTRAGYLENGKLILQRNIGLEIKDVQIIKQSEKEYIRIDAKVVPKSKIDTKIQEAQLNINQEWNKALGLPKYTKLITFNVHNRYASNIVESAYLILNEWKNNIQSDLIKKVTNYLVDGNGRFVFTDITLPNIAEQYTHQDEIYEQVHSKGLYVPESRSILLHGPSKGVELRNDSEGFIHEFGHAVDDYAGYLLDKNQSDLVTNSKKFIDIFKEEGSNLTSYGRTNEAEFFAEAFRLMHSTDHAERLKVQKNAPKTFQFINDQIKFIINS
Y pestis TopoI: inhibitors of Yersinia pestis topoisomerase I. 360,000 tested, 0.064% active. activity, % at 10 µM. Y. pestis Topo-I cleavage product accumulation, plate reader; in the data active = activity above about 50%, passing the limit was not always enough; inconclusive = no clear call, values can overlap the other calls; note: inactives centre near 2
Numbers without * were called inactive; i = inactive; ? = inconclusive; . = no result given. Cut-off read from the data, not from the text of the source, unless noted: active = inhibition above about 30%; inconclusive = no clear call, values can overlap the other calls; inactive = below that. This is a subset; rates above refer to the full screens.

SMILES	DUSP3 inh	CCHF vOTU inh	SSB-PriA inh	TcdB GH inh	SARS 3CLpro inh	PfHsp40 rescue	BoNT-A LC inh2	Vc quorum ag	Anthrax LF prot	Y pestis TopoI
COc1ccc(N/C=C2\CCc3ccccc3C2=O)cc1	3	34*	.	0.0	34*	-0.4	-0.1	0.6	-3	2
CCc1cc(=O)oc2c(C)c(O[C@@H]3O[C@H](CO)[C@@H](O)[C@H](O)[C@H]3O)ccc12	6	-3	5	0.7	-2	-1.2	-1.6	i	-3	3
CN(CCOc1ccc(F)cc1)Cc1ccccc1	18	-3	-6	2.4	-2	1.2	-3.6	i	8	-7
CCOc1ccccc1-n1c(CN2CCN(C(=O)c3ccco3)CC2)nc2ccccc2c1=O	0	-10	-10	.	3	-0.5	-1.3	-0.5	-3	4
CN(C)S(=O)(=O)c1ccc(C(=O)NCCN2C(=O)S/C(=C\c3cccnc3)C2=O)cc1	-11	8	0	0.3	3	0.3	1.2	-0.9	-8	0
C=CCn1c(SCC(=O)Nc2ccc(OC)cc2)nc2c([nH]c3ccccc32)c1=O	14	24	-2	-4.2	4	-0.9	-2.2	0.5	-8	17
COc1cccc(OC)c1OCCN1CCC(C(=O)NC(c2ccccc2)c2ncccc2C)CC1 (stereo not given)	.	-4	.	0.4	.	.	-0.3	-0.8	-5	12
Cc1cccc(N2CCN(C(=O)CCNS(=O)(=O)c3cccs3)CC2C)c1 (stereo not given)	-8	2	4	0.0	0	0.4	0.9	i	-5	5
CC1=NN(/C(=N\c2nnc(C)s2)Nc2ccc(C)cc2)[C@H](c2ccc(C)cc2)S1	20	3	.	.	5	9.0	-1.0	-1.9	-3	12
Cc1ccc2cc(C)c(Sc3nnnn3-c3ccccc3)nc2c1	-6	-4	-11	0.2	-4	3.8	0.2	i	-2	-2
Cc1ccc(NC(=O)Nc2cnc3ccccc3c2)cc1	6	-3	-10	-0.7	0	1.0	-0.1	-0.5	-1	1
COC(=O)C1(S(=O)(=O)c2cc(Br)cc3c2N(C(C)=O)CC3)CC1	30	.	-16	.	2	-0.3	0.9	i	-2	5
Cn1c(-c2ccccc2)cnc1SCC(=O)N1CCCCC1	13	12	6	.	2	-0.8	0.4	-7.2	-1	5
Cc1[nH]c2ccccc2c1/C=C(\C#N)S(=O)(=O)c1ccccc1	16	3	1	.	1	-1.5	0.1	-0.7	-2	2
CCOC(=O)/C(C#N)=C1/C=C(C)c2ccccc2N1	13	1	.	1.6	0	-1.4	0.2	-0.3	-11	8
Cc1ccc(/C=N/Nc2ccc(F)cc2F)s1	30	-2	.	-0.3	-1	0.9	-0.1	i	-12	-7
Cn1cc(C=C(C#N)C#N)c2ccccc21	0	-4	-6	2.2	-2	-1.1	-0.2	0.4	3	-1
O=C(COc1ccc(S(=O)(=O)N2CCCCC2)cc1)N1CCOCC1	10	-5	-25	0.0	-2	1.3	1.2	-3.6	-1	7
CC(=O)Nc1cc(-c2ccc(Cl)cc2)nn1-c1ccccc1	-18	5	-14	.	4	0.1	-0.2	-17	0	-6
COc1ccc(CCn2nnnc2C(C(C)C)N2CCC(C(N)=O)CC2)cc1OC (stereo not given)	14	-2	1	.	-1	0.3	0.5	i	-4	-5
Nn1c(SCc2cccc(C(F)(F)F)c2)nnc1-c1ccco1	15	24	-11	.	-2	-1.0	?	.	1	7
O=C1CC(c2c(F)cccc2Cl)C(n2cncn2)C(O)=C1C1NCCc2ccccc21 (stereo not given)	24	3	-10	0.6	7	-1.5	-0.3	i	-2	0
CCCCN(C(=O)CSCC(=O)Nc1ccc(OC)cc1)c1c(N)n(CCC)c(=O)[nH]c1=O	.	-4	-9	1.6	.	1.2	-3.0	i	-2	6
O=C(CSc1nccn1Cc1ccccc1)Nc1nccs1	0	5	9	1.3	3	-0.4	0.6	.	-4	5
COc1ccc(Cl)cc1N(CC(=O)N1CCCC1)S(=O)(=O)c1ccc(C)cc1	14	13	0	-1.4	-5	-1.0	-4.6	-0.4	-1	17
CCCc1nc(SCC(=O)N2CCC(C)CC2)c2c(=O)n(C)c(=O)n(C)c2n1	13	1	-8	0.7	0	-0.9	-0.6	i	-7	26
Cc1csc(=O)n1CC(=O)OCC(=O)c1ccc(Br)cc1	.	1	-10	1.6	.	0.3	2.9	i	1	-4
O=[N+]([O-])c1ccc(CN2CCCCCC2)cc1	-12	2	4	0.2	-5	-0.6	?	-0.6	-1	-2
O=C(NC1CSCC1OC(=O)c1ccccc1)c1ccccc1 (stereo not given)	19	2	-12	0.5	-3	0.2	-0.8	-0.6	-8	1
CCc1ccc(N2C(=O)CN(Cc3ccc(OC)c(OC)c3)C2=S)cc1	-4	-4	-9	0.7	-1	31*	-0.1	-0.4	-3	10
CSCCC(NS(=O)(=O)c1cccs1)C(=O)NCc1cccs1 (stereo not given)	-2	3	-4	.	4	-0.2	1.5	i	6	-11
COC(=O)c1ccccc1NC(=O)N[C@@H](C)C(=O)OC	10	.	2	.	7	-0.9	-0.3	i	1	-1
O=C(Cc1ccsc1)NNC(=O)c1ccc(F)cc1	.	-8	12	1.7	.	-1.4	-7.1	i	?	-6
COc1ccc([N+](=O)[O-])cc1NCC(=O)Nc1cc(S(=O)(=O)N2CCCCC2)ccc1C	.	4	2	1.0	.	1.5	-0.8	-0.9	2	0
CCCc1c(C(=O)OCC)[nH]c2c1C(=O)CCC2	13	3	-2	4.0	2	-0.2	-0.3	-0.3	-4	-2
S=C(NCC1CCCO1)N1CCN(Cc2ccccc2)CC1 (stereo not given)	7	10	-11	1.0	6	-0.3	-0.6	-5.2	-10	4
CC(C)(C)CC(=O)OCC(=O)Nc1cc(C(C)(C)C)nn1-c1ccccc1	15	19	-18	.	-1	-0.2	0.2	i	0	15
COCCNC(=O)CSc1nnc(-c2ccccc2)c(-c2ccccc2)n1	4	-3	-7	-1.8	0	0.8	-1.3	-0.9	-1	1
CC(C)Oc1cccc(NC(=O)C2(C)CCN2C(C)C)c1 (stereo not given)	.	-1	.	-0.2	.	.	-0.1	3.3	-6	0
CCOCc1nc2nc(Cl)c(Cl)nc2[nH]1	.	12	.	2.6	.	.	-0.6	i	-3	-1

Single entries from the entries so far.
`CSCCC(NS(=O)(=O)c1cccs1)C(=O)NCc1cccs1` (stereo not given) | Anthrax LF prot = 6
`O=C(Cc1ccsc1)NNC(=O)c1ccc(F)cc1` | SSB-PriA inh = 12

(list continues)
SMILES	DUSP3 inh	CCHF vOTU inh	SSB-PriA inh	TcdB GH inh	SARS 3CLpro inh	PfHsp40 rescue	BoNT-A LC inh2	Vc quorum ag	Anthrax LF prot	Y pestis TopoI
CCN(CC)c1ccc(S(=O)(=O)N2CCOCC2)cc1NC(=O)CSc1cccc[n+]1[O-]	-7	-5	2	0.7	-2	-0.3	0.0	2.7	-1	-10
CCCCc1ccc(-c2nc(N)n[nH]2)cc1	29	-5	13	.	1	-0.8	-0.4	0.8	-2	-3
Cc1c(C(=O)NN2CCOCC2)oc2ccccc12	-14	-15	12	-0.1	4	-0.7	-0.1	2.8	-3	3
O=C(CSc1nnnn1C1CCCC1)c1ccc2c(c1)OCCO2	22	1	-10	1.9	-1	0.8	-1.4	3.2	-1	-2
COc1cccc(C(=O)COc2ccc3c(C)cc(=O)oc3c2)c1	13	11	-1	0.9	0	0.1	0.5	1.8	2	0
Cc1ccc(S(=O)(=O)NCCC(=O)NCc2cccnc2)cc1	22	-2	-15	1.6	0	-1.1	0.7	i	-10	-3
Cc1cccc(NS(=O)(=O)c2cc(C(=O)N3CCN(C)CC3)ccc2C)c1	-17	-7	3	.	4	0.6	0.8	-0.2	1	2
Cc1ccc(OCC(=O)Nc2cc(NC(=O)COc3ccc(C)c(C)c3)cc(C(=O)O)c2)cc1C	0	-9	-11	0.2	8	-0.5	5.0	-0.3	-3	1
Cc1noc(C)c1-c1nnc(-c2ccc(OC(F)(F)F)cc2)o1	4	-3	-8	2.2	0	0.3	0.2	-0.6	-13	-4
O=C(OCC(=O)N1c2ccccc2Sc2ccccc21)c1ccc[n+]([O-])c1	43	15	-2	1.0	7	-1.3	0.4	-0.3	-8	4
Cc1c(NC(=O)c2cc(-c3cccc(Cl)c3)on2)c(=O)n(-c2ccccc2)n1C	36	5	0	0.3	-3	2.5	0.1	-8.8	4	8
O=C(O)c1nccnc1C(=O)NCCc1c[nH]c2ccccc12	9	7	2	0.7	-1	-1.4	-1.0	-6.2	-7	9
COC(=O)c1ccc(CNC(=O)[C@@H]2CCCN2S(=O)(=O)c2ccccc2F)cc1	.	6	8	-1.1	.	0.6	-0.7	-0.6	-6	-2
Cc1ccc(C(=O)N/C(=C/c2cccc([N+](=O)[O-])c2)C(=O)NC(C)C)cc1	24	-6	1	-0.3	2	0.0	0.7	-0.4	1	-5
CCN(CC)C(=O)C1=C(C)N(CCC2=CCCCC2)C(=O)C(CC(=O)NCCCN(C)C)C1 (stereo not given)	.	3	.	0.8	.	.	-1.1	i	-3	-6
CCOC(=O)c1cn(CC(=O)Nc2ccccc2C(=O)OCC)nn1	34	-4	-7	.	-6	-1.8	24	-0.7	0	2
COc1ccc(S(=O)(=O)N2CCC(O)(c3ccc4c(c3)OCO4)CC2)cc1	10	1	-11	0.0	-6	-0.5	-0.8	1.6	-2	2
CN1CCN(CC(=O)N2c3ccc(S(=O)(=O)NCCNC(=O)OC(C)(C)C)cc3C(=O)Nc3cccnc32)CC1	.	-1	-4	1.2	.	-0.4	0.7	i	3	0
Cc1ccccc1-n1cnnc1SCC(=O)N1CCN(c2ccccc2)CC1	9	12	-11	.	1	1.0	0.7	1.4	2	15
CC(=O)OCC(=O)[C@@]1(O)CC[C@H]2[C@@H]3CCC4=CC(=O)C=C[C@]4(C)[C@H]3[C@@H](O)C[C@@]21C	9	2	1	0.2	-2	0.2	0.1	i	-14	3
COc1ccc(COc2cccc3ccc(C)nc23)cc1F	-1	-2	-1	-2.1	1	-0.8	-3.4	-0.2	-5	12
O=C(NCc1cccs1)C1CCCN(S(=O)(=O)c2cccc3cccnc23)C1 (stereo not given)	25	4	-6	0.7	-5	0.3	0.3	0.1	-2	5
Cc1ccc(NC(=O)CSc2nnc([C@@H]3CCCN3C(=O)OC(C)(C)C)o2)c(C)c1	34	6	1	.	5	0.2	0.1	i	0	7
COc1ccc(C(=O)NCc2nnc(SCC(=O)N3CCCCCC3)o2)cc1OC	12	-2	7	-6.0	-3	1.0	.	-2.6	.	-7
Cc1cccc(-n2nnnc2SCC(=O)Nc2ccc(N3CCN(C)CC3)cc2)c1	30	-7	14	-2.9	-3	0.1	-0.6	-0.4	-4	-8
ClC1(CNc2ccccc2)CCN(Cc2ccccc2)CC1	.	-10	25	-0.7	.	-0.1	0.3	0.7	-8	3
COc1ccc(C(=O)OCc2c(-c3ccccc3)ncc3ccccc23)cc1	.	0	.	-0.1	.	3.3	0.8	-7.1	-3	0
Cc1ccc(N2CCN(C(=O)c3ccccc3NC(=O)C3CCCCC3C(=O)O)CC2)cc1 (stereo not given)	4	7	0	0.2	1	0.4	0.6	i	0	1
Cc1cccc(C(=O)N/N=C/c2ccccn2)c1	2	-21	.	.	-5	-1.1	0.0	-0.4	2	-6
Cc1ccc(C)n1-c1nnc(N2CCC(C(=O)N3CCN(C)CC3)CC2)s1	9	-2	-2	0.1	-4	0.3	0.1	-0.6	-3	-10
O=C(O)c1ccc(N2C(=O)c3cccc4c(C(=O)O)ccc(c34)C2=O)cc1	36	11	-6	1.4	0	1.0	-0.8	0.0	-3	10

Bioassay records: PubChem, several laboratories
